# Assay outcomes deposited in PubChem by National Center for Advancing Translational Sciences (NCATS).
# Nrf2 ARE act: Nrf2 pathway activation | AREc32 ARE-luciferase reporter (MCF7-derived line), luminescence, 24 h | Potency, µM (highest dose often 46.1 µM), inactives show top-dose activation, hits mostly activators | 410,000 tested, 0.31% active; further: potency means the concentration at half of the fitted maximal effect; % of control where 0% means no effect; nearly all actives have a fitted effect of over 65% in size
#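 Reporter line AREc32 (ARE-Fluc), seeded overnight in OPTI-MEM with 5% FBS; compound pin-transferred, 24 hr at 37 deg C, 5% CO2; luminescent read-out.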
# Nrf2 block: blocks Nrf2 signaling; AID 504444; A549 ARE-Fluc reporter, luciferase luminescence, 18-24 h; Potency, µM (titrated, usually from 46 µM), for the others: top-dose activity change, negative = inhibition, hits mostly inhibitors; 360,000 tested, 2.1% active; further: potency means the concentration at half of the fitted maximal effect; on the % scale 0 is the no-effect control and ±100 the full control effect; nearly all actives have a fitted effect of over 60% in size
#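 Nrf2 function is reported as luminescence of an ARE-controlled luciferase in A549 cells. Compounds were tested at several concentrations, and a CellTiter-Fluor read on the same wells flagged cytotoxicity.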
# EPAC2 agonist: activates human EPAC2 exchange factor | Potency, µM (doses to about 154 µM), for inactives: at the top dose activation, actives largely listed as activators | 360,000 tested, 0.079% active | EPAC2 activation, biochemical qHTS; response scale: 100% = 6.5 mM cAMP response; further: potency means the concentration at half of the fitted maximal effect; nearly all actives have a fitted effect of over 50% in size
# Target sequence (Q8WZA2 whole entry, looked up): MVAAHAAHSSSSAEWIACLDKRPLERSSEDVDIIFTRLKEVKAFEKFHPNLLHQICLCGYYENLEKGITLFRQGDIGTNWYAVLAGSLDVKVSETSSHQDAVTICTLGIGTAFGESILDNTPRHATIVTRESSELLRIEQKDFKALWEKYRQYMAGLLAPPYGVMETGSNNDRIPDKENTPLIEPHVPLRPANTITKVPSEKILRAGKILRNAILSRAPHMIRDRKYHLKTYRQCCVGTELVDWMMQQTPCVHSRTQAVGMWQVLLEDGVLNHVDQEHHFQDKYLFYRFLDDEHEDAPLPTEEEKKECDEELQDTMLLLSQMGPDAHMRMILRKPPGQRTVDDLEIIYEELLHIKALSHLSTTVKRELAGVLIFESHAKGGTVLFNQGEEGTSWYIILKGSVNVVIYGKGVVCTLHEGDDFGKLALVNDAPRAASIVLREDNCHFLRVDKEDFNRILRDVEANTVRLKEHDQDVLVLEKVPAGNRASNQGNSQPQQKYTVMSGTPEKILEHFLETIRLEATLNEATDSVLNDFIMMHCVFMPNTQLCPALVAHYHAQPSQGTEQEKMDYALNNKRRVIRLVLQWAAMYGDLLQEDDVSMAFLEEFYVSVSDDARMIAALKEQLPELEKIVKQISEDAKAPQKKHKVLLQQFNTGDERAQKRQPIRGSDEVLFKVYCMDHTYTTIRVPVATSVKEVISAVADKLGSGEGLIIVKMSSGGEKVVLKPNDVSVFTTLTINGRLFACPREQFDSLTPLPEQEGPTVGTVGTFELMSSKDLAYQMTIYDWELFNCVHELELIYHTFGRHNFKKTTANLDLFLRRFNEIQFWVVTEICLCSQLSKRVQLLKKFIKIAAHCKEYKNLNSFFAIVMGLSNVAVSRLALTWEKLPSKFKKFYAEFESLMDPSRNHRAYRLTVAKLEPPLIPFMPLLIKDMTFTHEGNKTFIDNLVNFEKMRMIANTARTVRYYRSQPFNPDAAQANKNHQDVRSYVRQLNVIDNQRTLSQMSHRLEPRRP
#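 Nucleotide exchange monitored as fluorescence drop when BODIPY-GDP leaves Rap1B. Reaction: 100 nM EPAC2, 250 nM RAP1B-BODIPY-GDP, 50 uM GDP, room temperature, kinetic read over 30 min. Activity expressed relative to 6.5 mM cAMP.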
# ATXN viability: cell viability loss in ATXN counter-screen. S2 cells (HEK-293 line with an ATXN2-luciferase reporter) viability, CellTiter-Fluor protease fluorescence, 24 h. Potency, µM (top dose mostly 56.7 µM), most hits filed as cytotoxic. 400,000 tested, 0.49% active. AID 651635; further: potency means the concentration at half of the fitted maximal effect; nearly all actives have a fitted effect of over 40% in size
# HepG2 viability: HepG2 cytotoxicity, counter-screen for TGF-b inhibitors; HepG2 CAGA-GFP viability, ATP luminescence, 18 h; Potency, µM (top dose mostly 46.1 µM), without a hit: at the highest dose activity change, negative = cytotoxicity, most hits filed as cytotoxic; AID 588856; 410,000 tested, 0.76% active; further: potency means the concentration at half of the fitted maximal effect; some results filed as inactive show a strong effect at the top dose
#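 HepG2 CAGA-GFP cells (1000/well, DMEM with 1% FBS) received compound, then TGF-beta at 500 pg/mL final, and were incubated 18 hours at 37 degrees C. Viability was read by CellTiter-Glo luminescence. Media-only wells were set as complete cell-killing and DMSO as no toxicity.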
# TGFb inhibitor: TGF-b pathway inhibition; 410,000 tested, 1.2% active; Potency, µM (top dose mostly 46.1 µM), without a hit: at the highest dose activity, negative = inhibition, actives largely listed as inhibitors; HepG2 CAGA-GFP TGF-b/SMAD3 reporter, GFP fluorescence, 18 h; TGF-beta stimulated, 500 pg/mL final; further: potency means the concentration at half of the fitted maximal effect; on the % scale 0 is the no-effect control and ±100 the full control effect; nearly all actives have a fitted effect of over 65% in size
#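 TGF-beta reporter screen: HEPG2 CAGA-GFP, 1% FBS, 500 pg/mL TGF-beta final, 18 h; per-cell GFP summed per well; curves fitted and categorized by class.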
# A549 tox: kills or reduces viability of A549 cells in Nrf2 counter-screen | A549 ARE-Fluc cells, CellTiter-Fluor viability, 18-24 h | 390,000 tested, 0.16% active | AID 504648 | Potency, µM (top dose mostly 46 µM), inactives show at the top dose activity change, negative = cytotoxicity, usual class: inhibitors; further: potency means the concentration at half of the fitted maximal effect; on the % scale 0 is the no-effect control and ±100 the full control effect
#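 A549 ARE-Fluc cells in 5% FBS OPTI-MEM, 5000 cells/well, rested 2 h then exposed to compounds in concentration-response for 18-24 h at 37 °C. Viability by CellTiter-Fluor fluorescence (Ex 405/Em 525) after 30 min; luciferase luminescence (BugLite, 15 min, RT) read afterwards.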
# ATXN2 expr inh: ATXN2 expression inhibition; HEK-293 ATXN2-luciferase reporter, luminescence, 24 h; Potency, µM (top dose mostly 57 µM), for the others: top-dose activity change, negative = inhibition, hits mostly inhibitors; 360,000 tested, 0.72% active; AID 1745845; further: potency means the concentration at half of the fitted maximal effect; on the % scale 0 is the no-effect control and ±100 the full control effect; nearly all actives have a fitted effect of over 55% in size
#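 ATXN2-luciferase reporter cells (luciferase flanked by upstream and downstream ATXN2 gene portions) were treated 24 h at 37 °C with compounds at up to 57 uM. SteadyGlo luminescence gave expression; GF-AFC fluorescence gave viability.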
# IL-2 act: IL-2 activation; AID 652025; activation, % (series mostly up to about 46 µM); 360,000 tested, 0.065% active; IL-2 activation reporter assay, cell-based qHTS; stimulated with anti-CD3/CD4/CD28 beads; in transgenic mouse T cells; in the data active means activation above about 50%; inconclusive means mostly about 30% to 49%; further: 0% is about no effect
#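 Unstimulated transgenic mouse T cells, 750 per well, received compound and, after 60 minutes, anti-CD3/anti-CD4 bead plus anti-CD28 stimulation. EGFP and DsRed were quantified after 18 hours.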
# * marks the source's active call; other numbers are inactive results; i = inactive; ? = inconclusive; . = no result given; & = joins results of further samples; [ ] = another dose, or the depositor's remark. Unless noted, the call rests on the fitted dose curve; in most records, active means well fitted curve in the direction sought with a large enough effect; inconclusive means small, poorly fitted or top-dose-only effect, or another doubt; inactive means no such curve, though single readings can be large; an effect the other way counts as inactive or inconclusive.
1: CCc1ccc(C(=O)NNC(=O)c2ccc3c(=O)n4c(nc3c2)CCC4)cc1
2: CCCOc1ccc(C2C(C(=O)c3ccc(C)o3)=C(O)C(=O)N2CCN2CCOCC2)cc1OC (stereo not given)
3: COc1ccc(C/C(N)=N/OC(=O)c2ccc(Cl)cc2)cc1
4: CC1(C)CC(=O)c2cc3c(nc2C1)CC(C)(C)CC3=O
5: COc1ccc(CCNC(=O)C2CC3Cn4c(nc5ccccc54)C3N2C)cc1 (stereo not given)
6: O=C(OCCN1CCOCC1)C(c1ccccc1)c1ccccc1

compound no.	1	2	3	4	5	6
Nrf2 ARE act	-0.2%	5.0%	1.8%	0.0%	0.3%	2.3%
Nrf2 block	-2%	6%	-4%	6%	7%	-19%
EPAC2 agonist	-10%	-11%	-1%	5%	11%	10%
ATXN viability	i	i	i	i	i	i
HepG2 viability	8%	-1%	-2%	-4%	4%	-15%
TGFb inhibitor	10%	?	0%	5%	-11%	2%
A549 tox	-3%	-8%	2%	-3%	-4%	3%
ATXN2 expr inh	-7%	-4%	-5%	6%	2%	-21%
IL-2 act	-0.7	-0.8	0.2	3.5	-0.1	-3.6

7: COc1ccc(-n2cc(-c3ccccc3)c3c(N4CCCC(C)C4)ncnc32)cc1 (stereo not given)
8: COc1ccc(N(CC(=O)NC2CC3CCC2C3)S(=O)(=O)c2ccc(C)cc2)cc1Cl (stereo not given)
9: Cc1sc2nc(CN3CCOCC3)nc(Cl)c2c1C
10: Cc1cccc(CSc2nc3[nH]ncc3c(=O)[nH]2)c1
11: O=C(N/N=C\c1ccc[nH]1)C1COc2ccccc2O1 (stereo not given)
12: Cc1ccc(Nc2nc(-c3ccccc3)nc3ccccc23)cc1

compound no.	7	8	9	10	11	12
Nrf2 ARE act	-0.5%	4.4%	?	?	0.6%	-0.4%
Nrf2 block	.	.	13%	-6%	?	.
EPAC2 agonist	.	7%	-6%	8%	5%	.
ATXN viability	.	i	i	i	i	?
HepG2 viability	4%	-20%	10%	-15%	-18%	-56%
TGFb inhibitor	10%	-3%	1%	-2%	-9%	?
A549 tox	-2%	.	1%	1%	-11%	-8%
ATXN2 expr inh	.	.	8%	8%	-7%	?
IL-2 act	.	-4.3	-3.4	2.6	-0.2	.

13: CN(C(=O)c1ccco1)c1nc(-c2ccc(F)cc2)cs1
14: CCN1CCC(N(Cc2ccc3c(c2)OCO3)C(=O)Nc2ccc(Br)c(C)c2)CC1
15: COc1ccc(NC(=O)/C(C#N)=C/c2ccc(OCc3ccccc3F)cc2)cc1
16: O=C(N/N=C/c1coc2ccccc2c1=O)c1cc(Br)c(O)c(Br)c1
17: Cc1cc(N2CCOCC2)cc(C)[n+]1[O-]
18: CC(=O)c1ccc(NS(=O)(=O)c2c(C)cc(C)cc2C)cc1

compound no.	13	14	15	16	17	18
Nrf2 ARE act	2.7%	?	3.1%	-0.2%	0.0%	8.4%
Nrf2 block	?	-3%	10%	?	?	?
EPAC2 agonist	-9%	.	-11%	5%	-3%	8%
ATXN viability	i	?	i	i	i	i
HepG2 viability	2%	-95%	0%	21%	0%	-41%
TGFb inhibitor	11%	?	4%	-5%	-1%	?
A549 tox	1%	-3%	4%	-16%	-4%	?
ATXN2 expr inh	38%[activator]	25µM*	2%	7%	4%	-17%
IL-2 act	0.8	.	2.7	1.5	-2.9	0.8

19: CCOC(=O)C(=O)N1CCN(c2nc(-c3ccc(Cl)cc3)cs2)CC1
20: CC(C)Cc1cc(CNC(=O)C2CCC(=O)N(CCc3cccc(F)c3)C2)on1 (stereo not given)
21: O=C(c1ccc2c(c1)OCO2)N1CCN(S(=O)(=O)c2ccc(Br)cc2Cl)CC1
22: CC(=O)C1=C(C)OC(N)=C(C#N)C1c1cccc2ccccc12 (stereo not given)
23: CCCCn1c2c(c(=O)n(C)c1=O)C(c1ccc(OC)cc1)N1CCCCCC1=N2 (stereo not given)
24: CCCNC(=O)C1(C)CCN(C(=O)c2ccc3sccc3c2)C1 (stereo not given)

compound no.	19	20	21	22	23	24
Nrf2 ARE act	-0.1%	-0.1%	2.6%	11%	2.3%	0.5%
Nrf2 block	?	11%	?	1%	-25%	.
EPAC2 agonist	8%	-5%	22%	8%	12%	10%
ATXN viability	i	i	i	i	i	i
HepG2 viability	-30%	0%	0%	-3%	-14%	-14%
TGFb inhibitor	-17%	-9%	-1%	24%	-4%	1%
A549 tox	2%	5%	-2%	-2%	-7%	.
ATXN2 expr inh	-35%	4%	-7%	-16%	4%	0%
IL-2 act	-2.7	-0.7	0.4	4.3	-2.5	-0.9

25: CCOC(=O)c1ccccc1NC(=O)CSc1cn(CC(=O)N2CCCCC2)c2ccccc12
26: N/C(=N\OC(=O)Cc1ccccc1[N+](=O)[O-])c1cccc(Br)c1
27: CSC1=NC(=O)/C(=C\c2cccc3ccccc23)S1
28: COc1ccc(NC(=O)Cn2cnc3c(oc4ccccc43)c2=O)cc1OC
29: CN(C)/C=N/c1ncc(C(=O)c2ccc(Cl)cc2)s1
30: CCN(CCCNC(=O)c1ccc(N2CCCC2=O)cc1)c1cccc(C)c1

compound no.	25	26	27	28	29	30
Nrf2 ARE act	-1.2%	12%	8.6%	-0.9%	-0.2%	-0.3%
Nrf2 block	32%	?	-1%	-4%	-4%	?
EPAC2 agonist	.	-1%	18%	.	2%	-4%
ATXN viability	.	.	i	i	?	?
HepG2 viability	-13%	2%	-18%	-1%	-5%	-21%
TGFb inhibitor	-43%	-1%	-4%	-3%	-6%	-17%
A549 tox	-1%	7%	-3%	-15%	-23%	-11%
ATXN2 expr inh	.	.	-26%	12%	32%	-19%
IL-2 act	.	0.9	-0.6	.	-0.9	-2.0

31: COc1cccc(C2CCCN2Cc2nc(CCC(C)C)no2)c1 (stereo not given)
32: Cc1ccc(N(CC(=O)NCCc2ccc(F)cc2)S(=O)(=O)c2ccc(Cl)c([N+](=O)[O-])c2)c(C)c1
33: CCOC(=O)c1cccc(C(=O)Nc2nc3ccc(OC)cc3s2)n1
34: COc1ccccc1C(=O)NC(CCSC)C(=O)OC(C)C(=O)NC1CC1 (stereo not given)
35: CN1/C(=C/C(=O)COC(=O)C2COc3ccccc3O2)C(C)(C)c2ccccc21 (stereo not given)
36: COc1cccc(S(=O)(=O)Nc2ccc3c(c2)[C@H]2C[C@H](CC(=O)N[C@@H](C)c4ccccc4)O[C@H](CO)[C@H]2O3)c1

compound no.	31	32	33	34	35	36
Nrf2 ARE act	-0.1%	-0.3%	4.8%	0.4%	0.1%	0.3%
Nrf2 block	0%	-15%	?	1%	-4%	.
EPAC2 agonist	8%	10%	1%	-6%	6%	-4%
ATXN viability	i	?	i	i	i	?
HepG2 viability	3%	11µM*	-5%	-30%	8%	-12%
TGFb inhibitor	-14%	?	-27%	10%	12%	6%
A549 tox	19%	-14%	7%	6%	3%	.
ATXN2 expr inh	.	?	-15%	-3%	-4%	-11%
IL-2 act	0.0	-2.9	-0.6	-4.5	0.1	-3.4

37: NC(=O)c1ccsc1NC(=O)COC(=O)c1cc(=O)[nH]c2ccccc12
38: CCC1CO/C(=C(\C(Cl)=C(Cl)Cl)[N+](=O)[O-])N1 (stereo not given)
39: CC(=O)Oc1ccc(-c2nc3c(C)cccc3c(=O)o2)cc1
40: COc1ccc(C(=O)N2CCN(c3ccc(C)c(C)c3)CC2)cc1OC
41: FC(F)(F)c1cccc(NC(=S)Nc2ccc(Cl)cc2Cl)c1
42: COc1cc(C(=O)NC2CC2)cc(OC)c1OC

compound no.	37	38	39	40	41	42
Nrf2 ARE act	2.6%	26%	?	0.0%	4.7%	-0.7%
Nrf2 block	24%	-22%	0%	-19%	?	.
EPAC2 agonist	4%	5%	2%	6%	8%	13%
ATXN viability	i	i	i	?	i	i
HepG2 viability	-49%	-16%	-7%	3%	-40%	.
TGFb inhibitor	0%	2%	-5%	-5%	?	.
A549 tox	19%	7%	5%	-5%	-14%	.
ATXN2 expr inh	0%	-6%	-8%	-19%	?	16%
IL-2 act	1.0	0.8	0.8	-2.9	0.0	-0.7

# Single values from the entries so far:
# CCC1CO/C(=C(\C(Cl)=C(Cl)Cl)[N+](=O)[O-])N1 (stereo not given) @ HepG2 viability = -16%
# COc1ccc(C(=O)N2CCN(c3ccc(C)c(C)c3)CC2)cc1OC @ ATXN2 expr inh = -19%
# NC(=O)c1ccsc1NC(=O)COC(=O)c1cc(=O)[nH]c2ccccc12 @ Nrf2 block = 24%

# Next results follow.
43: O=S(=O)(c1ccc2c(c1)CCCC2)N1CCN(c2nc(-c3ccccc3)nc3ccccc23)CC1
44: CCC(=O)N1CCc2cc(Br)cc(S(=O)(=O)N3CCCC(C(=O)NCc4ccc(F)cc4)C3)c21 (stereo not given)
45: Cc1cc(C(=O)NNC(=O)C(C)(C)Oc2ccc(Cl)cc2)c(C)o1
46: CCOc1ccc(C2C(=O)N(C3CCCCCC3)CC(=O)N2CCC2=CCCCC2)cc1OC (stereo not given)
47: O=C1/C(=C/c2ccccc2)CCCc2ccccc21
48: COc1cc(-c2noc(C)c2/C=C/c2cccc([N+](=O)[O-])c2)cc(OC)c1OC
49: CC1CCCN(c2cc3c(cc2F)c(=O)c(S(=O)(=O)c2cccc(Cl)c2)cn3Cc2ccccc2)C1 (stereo not given)

compound no.	43	44	45	46	47	48	49
Nrf2 ARE act	.	3.2%	0.6%	4.0%	?	-0.6%	0.2%
Nrf2 block	-5%	19%	20%	.	-20%	-29%	21%
EPAC2 agonist	.	.	15%	.	10%	9%	.
ATXN viability	.	i	i	.	i	?	.
HepG2 viability	4%	-30%	0%	-30%	-9%	-19%&-26%	-14%
TGFb inhibitor	5%	?	5%	?	1%	13µM*	-3%
A549 tox	-3%	1%	5%	9%	-2%	?	3%
ATXN2 expr inh	.	10%	.	.	3%	?	.
IL-2 act	.	.	1.6	.	0.0	-0.6	.
